# Assay outcomes from PubChem.
# AT treatment – qHTS Assay for Identifying a Potential Treatment of Ataxia-Telangiectasia | […] A-T fibroblasts, KAP-1 phosphorylation AlphaLISA; neocarzinostatin DNA damage 30 min before lysis | Potency, µM (titrated, usually from 57.5 µM), for inactives: top-dose activation, usual class: activators | actives 0.19% (n = 320,000) | AID 485349, 2010; also: potency is read from the fitted curve at half-maximal effect; % of control where 0% means no effect; nearly all actives have a fitted effect of over 45% in size
#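 ATM-like activity read as KAP-1 phosphorylation via AlphaLISA donor/acceptor antibody pairs after lysis and 6 hr at 25C. Cells were ATM-null patient fibroblasts ([…], hTERT), dosed 60 min, then exposed to the DSB inducer NCS for 30 min.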
# a7 integrin act – qHTS for Activators of Integrin-Mediated Alleviation for Muscular Dystrophy; alpha7betagal myoblasts, beta-gal FDG fluorescence, 48 h; actives 0.064% (n = 350,000); Potency, µM (doses to about 38.3 µM), without a hit: top-dose activation, most hits filed as activators;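 also: potency is read from the fitted curve at half-maximal effect; 100% = response of the positive control SU9516; nearly all actives have a fitted effect of over 60% in size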
#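 Alpha7betagal+/- myoblasts (passage 13) were plated 16-24 hr, then exposed to compounds (1:260 dilution of DMSO stock) for 48 hours at 37C. After MPER lysis, β-galactosidase reporter activity was read as FDG fluorescence (ex 480/em 540) after 30 minutes.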
# Mito fusion yeast – qHTS Assay for Small Molecule Inhibitors of Mitochondrial Division or Activators of Mitochondrial Fusion. S. cerevisiae fusion-defective mutant growth rescue, CellTiterGlo 48 h. Potency, µM (doses to about 46.1 µM), without a hit: at the highest dose growth rescue (activation), most hits filed as activators. actives 0.23% (n = 320,000). AID 485298, 2010;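 also: potency is read from the fitted curve at half-maximal effect; % of control where 0% means no effect; nearly all actives have a fitted effect of over 45% in size; temperature-sensitive fusion mutants such as fzo1-1 at 37 °C on non-fermentable ethanol glycerol medium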
#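 Yeast fusion mutant, YPEG (non-fermentable carbon), compound, 48 h at 37C non-permissive; CellTiterGlo added, 10 min RT, luminescence read. Rescued growth = division inhibition.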
# TCR act – Activators of T cell receptors: qHTS campaign. primary human leukocytes, anti-CD3, IL-2 HTRF, 48 h. Potency, µM (highest dose often 9.22 µM), without a hit: at the highest dose activation of IL-2 secretion, most hits filed as activators. 330,000 tested, under 10 active. AID 504894, 2011; also: % of control where 0% means no effect
#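 IL-2 release read by HTRF sandwich (Eu cryptate donor, d2 acceptor, 665 nm emission) after 48 hr exposure of primary human leukocytes to compound together with anti-CD3 beads in the absence of co-stimulatory signals.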
# ASM inhibitor – Inhibitors of Secretory Acid Sphingomyelinase (S-ASM): qHTS. AID 504937, 2011. Potency, µM (titrated, usually from 57.5 µM), for inactives: at the highest dose activity change, negative = inhibition, usual class: inhibitors. placental ASM, HMU-PC fluorogenic substrate, 60 min. actives 0.006% (n = 340,000). Sphingomyelin phosphodiesterase (Homo sapiens), P17405; also: potency is read from the fitted curve at half-maximal effect
#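 HMU-PC0 cleavage (9 uM final) by human placental ASM, 60 min at 37 °C following 10 min compound exposure at RT; stopped at pH 10, fluorescence Ex 386/Em 447 nm.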
# TSHR antag – Antagonists of the Thyroid Stimulating Hormone Receptor: HTS campaign; Thyrotropin receptor (Homo sapiens), P16473; TSHR-expressing cells, TSH-stimulated cAMP HTRF, 2 h; hits give low values; activity change, negative = inhibition, % at 11.5 µM; actives 0.2% (n = 330,000); AID 504810, 2011;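 active = activity change below a set negative limit, meaning inhibition stronger than a set level, cut at about -70% in these data; inconclusive = activity change between two set negative limits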; also: % is scaled to controls: 0 for no effect and ±100 for the full control effect
#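 TSHR-expressing cells, 200/well, pre-treated with compound, then stimulated with EC80 TSH (4nM final) for 2 hours at 37 deg C. cAMP measured by competitive HTRF: anti-cAMP cryptate antibody in lysis buffer plus cAMP-d2, read after 30 minutes at room temperature.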
# Menin MLL FP TR – qHTS Assay for Inhibitors Targeting the Menin-MLL Interaction in MLL Related Leukemias: Competition With Texas Red Labeled MLL-derived Mutant Peptide; O00255; Menin + Texas Red MLL mutant peptide, fluorescence polarization; Potency, µM (doses to about 61.6 µM), for the others: at the highest dose FP activity change, negative = inhibition, most hits filed as inhibitors; actives 0.23% (n = 270,000); AID 1768, 2009; active = well fitted inhibition curve with a large enough effect in the polarisation, with a control signal flat, not every such curve was filed as active; inconclusive = small, poorly fitted or top-dose-only effect, or effect the other way, or a change in a side signal; inactive = no such curve, though single readings can be large or run the other way; the % refers to the polarisation; also: potency is read from the fitted curve at half-maximal effect; % of control where 0% means no effect; many of its hits are not listed in these tables
# CXXC DNA block – qHTS Fluorescence Polarization Assay for Inhibitors of MLL CXXC domain - DNA interaction | actives 0.037% (n = 290,000) | MLL-CXXC / FITC-HOXA9 DNA fluorescence polarization | Potency, µM (titrated, usually from 115 µM), for the others: at the highest dose activity change, negative = inhibition, actives largely listed as inhibitors; active = well fitted inhibition curve with a large enough effect in the polarisation, with a control signal flat, not every such curve was filed as active; inconclusive = small, poorly fitted or top-dose-only effect, or effect the other way, or a change in a side signal; inactive = no such curve, though single readings can be large or run the other way; the % refers to the polarisation; also: potency is read from the fitted curve at half-maximal effect
# Target sequence (Q03164 whole entry, looked up, the tested form may be a part): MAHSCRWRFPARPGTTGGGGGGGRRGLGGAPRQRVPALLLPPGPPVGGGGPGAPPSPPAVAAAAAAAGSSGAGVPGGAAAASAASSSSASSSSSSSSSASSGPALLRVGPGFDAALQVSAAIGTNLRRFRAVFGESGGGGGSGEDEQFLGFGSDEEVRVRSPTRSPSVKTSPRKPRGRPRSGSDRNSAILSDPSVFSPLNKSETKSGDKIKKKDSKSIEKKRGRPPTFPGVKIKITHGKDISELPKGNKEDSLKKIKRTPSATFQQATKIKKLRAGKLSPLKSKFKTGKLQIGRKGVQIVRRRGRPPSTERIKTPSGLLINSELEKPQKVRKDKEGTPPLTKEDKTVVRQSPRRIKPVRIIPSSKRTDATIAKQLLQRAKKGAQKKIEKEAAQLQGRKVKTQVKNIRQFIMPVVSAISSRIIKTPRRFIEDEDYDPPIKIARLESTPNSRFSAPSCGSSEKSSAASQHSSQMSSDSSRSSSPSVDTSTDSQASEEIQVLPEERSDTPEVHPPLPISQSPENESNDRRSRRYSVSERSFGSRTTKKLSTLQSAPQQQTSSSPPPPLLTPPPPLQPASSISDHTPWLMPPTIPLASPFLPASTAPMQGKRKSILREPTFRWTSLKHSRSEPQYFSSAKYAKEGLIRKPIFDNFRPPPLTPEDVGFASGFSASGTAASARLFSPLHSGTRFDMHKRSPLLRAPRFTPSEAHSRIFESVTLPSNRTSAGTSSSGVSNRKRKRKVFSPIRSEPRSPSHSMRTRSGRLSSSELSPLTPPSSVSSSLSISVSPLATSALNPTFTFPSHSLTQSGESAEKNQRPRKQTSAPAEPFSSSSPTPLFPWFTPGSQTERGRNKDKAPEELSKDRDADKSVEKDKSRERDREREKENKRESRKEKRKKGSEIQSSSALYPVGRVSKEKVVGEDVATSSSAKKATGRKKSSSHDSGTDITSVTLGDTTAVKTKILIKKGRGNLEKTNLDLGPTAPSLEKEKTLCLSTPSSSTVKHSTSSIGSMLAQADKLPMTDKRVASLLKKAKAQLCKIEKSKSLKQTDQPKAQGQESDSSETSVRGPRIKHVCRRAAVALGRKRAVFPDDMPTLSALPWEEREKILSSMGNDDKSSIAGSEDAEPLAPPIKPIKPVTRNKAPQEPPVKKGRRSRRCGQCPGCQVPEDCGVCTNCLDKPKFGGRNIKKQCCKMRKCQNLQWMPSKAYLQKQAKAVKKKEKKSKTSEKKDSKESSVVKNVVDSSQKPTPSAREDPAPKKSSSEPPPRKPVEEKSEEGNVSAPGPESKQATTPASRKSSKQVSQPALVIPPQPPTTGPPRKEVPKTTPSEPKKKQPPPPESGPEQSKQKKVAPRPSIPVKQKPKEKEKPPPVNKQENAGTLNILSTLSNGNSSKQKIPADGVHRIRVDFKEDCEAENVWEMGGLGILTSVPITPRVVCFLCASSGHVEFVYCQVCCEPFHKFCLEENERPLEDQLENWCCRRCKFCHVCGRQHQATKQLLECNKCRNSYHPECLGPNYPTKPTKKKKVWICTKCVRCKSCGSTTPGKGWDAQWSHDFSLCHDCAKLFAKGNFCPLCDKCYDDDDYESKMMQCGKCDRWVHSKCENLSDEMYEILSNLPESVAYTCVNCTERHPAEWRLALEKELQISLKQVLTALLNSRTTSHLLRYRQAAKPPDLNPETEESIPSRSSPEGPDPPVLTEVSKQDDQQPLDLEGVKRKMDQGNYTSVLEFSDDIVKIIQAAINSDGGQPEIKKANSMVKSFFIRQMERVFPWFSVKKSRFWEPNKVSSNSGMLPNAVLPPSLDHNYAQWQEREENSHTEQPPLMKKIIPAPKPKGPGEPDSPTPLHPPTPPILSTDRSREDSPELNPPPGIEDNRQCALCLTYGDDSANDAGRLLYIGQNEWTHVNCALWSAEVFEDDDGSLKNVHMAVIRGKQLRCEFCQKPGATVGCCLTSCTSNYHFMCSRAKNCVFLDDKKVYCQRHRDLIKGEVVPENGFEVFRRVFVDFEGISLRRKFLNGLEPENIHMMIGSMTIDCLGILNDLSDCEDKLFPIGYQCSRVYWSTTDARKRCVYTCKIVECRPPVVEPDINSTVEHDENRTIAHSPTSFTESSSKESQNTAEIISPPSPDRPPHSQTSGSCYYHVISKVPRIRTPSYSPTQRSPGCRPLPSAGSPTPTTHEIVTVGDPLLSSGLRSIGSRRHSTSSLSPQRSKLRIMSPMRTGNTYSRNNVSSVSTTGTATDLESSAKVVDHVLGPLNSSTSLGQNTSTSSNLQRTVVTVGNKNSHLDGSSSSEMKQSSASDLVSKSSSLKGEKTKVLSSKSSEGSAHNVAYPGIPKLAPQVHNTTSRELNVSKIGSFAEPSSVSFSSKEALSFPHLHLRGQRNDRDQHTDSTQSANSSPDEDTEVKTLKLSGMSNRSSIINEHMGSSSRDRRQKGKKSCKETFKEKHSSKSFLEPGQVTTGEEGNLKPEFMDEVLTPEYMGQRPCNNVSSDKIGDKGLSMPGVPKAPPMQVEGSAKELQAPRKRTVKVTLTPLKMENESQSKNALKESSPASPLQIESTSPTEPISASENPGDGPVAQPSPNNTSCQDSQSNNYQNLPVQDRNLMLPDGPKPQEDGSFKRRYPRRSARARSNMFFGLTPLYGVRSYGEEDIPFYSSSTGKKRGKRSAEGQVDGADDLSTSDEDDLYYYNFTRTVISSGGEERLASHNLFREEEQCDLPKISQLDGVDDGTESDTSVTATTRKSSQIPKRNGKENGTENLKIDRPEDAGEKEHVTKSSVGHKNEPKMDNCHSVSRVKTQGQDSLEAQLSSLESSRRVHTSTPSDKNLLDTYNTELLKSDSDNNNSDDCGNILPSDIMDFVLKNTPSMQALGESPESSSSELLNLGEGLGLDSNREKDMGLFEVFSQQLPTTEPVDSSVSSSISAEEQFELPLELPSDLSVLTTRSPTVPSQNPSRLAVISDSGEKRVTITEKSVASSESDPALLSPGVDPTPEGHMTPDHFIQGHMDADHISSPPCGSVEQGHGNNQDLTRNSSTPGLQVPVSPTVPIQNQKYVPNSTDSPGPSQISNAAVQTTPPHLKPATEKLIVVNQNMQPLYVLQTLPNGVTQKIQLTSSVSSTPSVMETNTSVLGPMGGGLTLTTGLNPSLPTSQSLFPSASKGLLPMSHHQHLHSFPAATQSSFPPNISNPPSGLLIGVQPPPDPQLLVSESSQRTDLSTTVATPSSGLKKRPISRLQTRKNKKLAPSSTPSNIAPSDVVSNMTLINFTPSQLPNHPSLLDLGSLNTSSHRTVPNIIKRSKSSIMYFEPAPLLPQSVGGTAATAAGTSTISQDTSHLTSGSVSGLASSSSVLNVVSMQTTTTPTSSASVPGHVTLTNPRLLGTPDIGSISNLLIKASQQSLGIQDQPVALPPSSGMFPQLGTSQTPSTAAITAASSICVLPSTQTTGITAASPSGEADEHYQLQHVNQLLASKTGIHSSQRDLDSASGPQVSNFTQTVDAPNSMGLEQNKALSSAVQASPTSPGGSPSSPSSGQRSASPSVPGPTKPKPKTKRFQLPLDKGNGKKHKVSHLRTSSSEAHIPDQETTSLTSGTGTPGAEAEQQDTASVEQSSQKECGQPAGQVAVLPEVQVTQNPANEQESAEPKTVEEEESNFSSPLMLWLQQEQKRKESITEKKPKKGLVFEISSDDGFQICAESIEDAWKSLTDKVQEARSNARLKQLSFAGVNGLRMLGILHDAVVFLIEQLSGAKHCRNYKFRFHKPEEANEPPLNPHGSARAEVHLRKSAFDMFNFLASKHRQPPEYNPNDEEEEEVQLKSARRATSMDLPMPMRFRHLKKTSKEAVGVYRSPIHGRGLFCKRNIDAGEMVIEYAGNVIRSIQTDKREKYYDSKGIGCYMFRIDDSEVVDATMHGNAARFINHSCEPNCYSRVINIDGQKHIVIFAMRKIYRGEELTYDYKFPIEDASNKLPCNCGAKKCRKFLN
#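 Steps: dispense CXXC domain solution (7 uM) → pin compounds or unlabeled HOX-A9 DNA control → 5 min ambient → add FLSN-HOX-A9 solution (50 nM) → spin → 30 min ambient → fluorescence polarization. Tris pH 7.5/NaCl/DTT/BSA buffer.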
# MBNL1 CUG block – qHTS Assay for Inhibitors of MBNL1-poly(CUG) RNA binding; AID 2675, 2010; Muscleblind-like protein 1 (Homo sapiens), Q9NR56; Potency, µM (top dose mostly 57.5 µM), for inactives: at the highest dose activity change, negative = inhibition, usual class: inhibitors; actives 0.036% (n = 280,000); TR-FRET MBNL1-His/biotin-(CUG)12 binding, 665/545 ratio; active = well fitted inhibition curve with a large enough effect in the signal ratio, with a control signal flat, not every such curve was filed as active; inconclusive = small, poorly fitted or top-dose-only effect, or effect the other way, or a change in a side signal; inactive = no such curve, though single readings can be large or run the other way; the % refers to the signal ratio; also: potency is read from the fitted curve at half-maximal effect; % is scaled to controls: 0 for no effect and ±100 for the full control effect
#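 Inhibition of protein-RNA binding appears as loss of TR-FRET between terbium anti-His antibody on MBNL1-His and streptavidin-XL665 on biotin-(CUG)12. Activity is normalized to buffer-only and uninhibited-complex controls.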
# PTAP TSG101 blk – qHTS Assay for Iinhibitors of HIV-1 Budding by Blocking the Interaction of PTAP/TSG101; Potency, µM (top dose mostly 115 µM), for the others: top-dose activity change, negative = inhibition, hits mostly inhibitors; Fluorescence polarization, FITC-PTAP peptide / Tsg101 binding; AID 493005, 2010; 340,000 tested, under 10 active; Tumor susceptibility gene 101 protein (Homo sapiens), Q99816; active = well fitted inhibition curve with a large enough effect in the main read-out, with a control signal flat, not every such curve was filed as active; inconclusive = small, poorly fitted or top-dose-only effect, or effect the other way, or a change in a side signal; inactive = no such curve, though single readings can be large or run the other way; also: potency is read from the fitted curve at half-maximal effect; % of control where 0% means no effect
#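 Steps: Tsg101 binding domain dispensed (10 uM final), compounds pinned in DMSO, FITC-labeled PTAP-motif peptide added (50 nM final); after 20 min binding at room temperature, polarization measured.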
# The depositor's hits bear a star; ? = inconclusive; . = not tested or not shown; [ ] = dose if it differs, or a comment. Unless noted, calls follow the shape of the dose curve; as a rule, active = well fitted curve in the direction sought with a large enough effect; inconclusive = small, poorly fitted or top-dose-only effect, or another doubt; inactive = no such curve, though single readings can be large; an effect the other way counts as inactive or inconclusive. A portion of the library; the hit share may differ from the screen's.
SMILES,AT treatment,a7 integrin act,Mito fusion yeast,TCR act,ASM inhibitor,TSHR antag,Menin MLL FP TR,CXXC DNA block,MBNL1 CUG block,PTAP TSG101 blk
Cc1cc(N2CCC(C)CC2)nc(NCc2ccccc2)n1,0%,-63%[inhibitor],-17%,-3%[46.1 µM],-5%,-2,?,22%,-18%[11.5 µM],-1%
O=C(Nc1ncccc1O)c1ccc(OCC2CCCO2)cc1 (configuration not stated),6%,30%,-5%,12%,5%,3,.,0%,?,-5%
N#Cc1c(SCC(=O)Nc2cccc(C(F)(F)F)c2)sc2c(O)cc(=O)[nH]c12,-1%,6%,-4%,9%,-14%,9,97%[activator],10%,59%[activator],0%
Cc1cc(=O)[nH]c(SCC(=O)Nc2nc(-c3ccccc3)cs2)n1,0%,4%,4%,-5%,-2%,-17,?,26%,15%,2%
CCOC(=O)N1C(=O)NC(=O)C1c1ccc(Cl)cc1 (configuration not stated),.,29%,.,-5%,5%,.,.,.,.,-3%
Cc1cc(OCCN2CC(C)OC(C)C2)ccc1[N+](=O)[O-] (configuration not stated),5%,-19%,-4%,.,0%,3,-19%,-8%,9%,.
Cc1oc(-c2ccc(Cl)cc2)nc1CN1CCC(C(=O)NCc2cccnc2)CC1,8%,-29%,9%,-9%,1%,14,?,-5%,-17%,-5%
N#Cc1c(-c2ccccc2)[nH]c(=O)[nH]c1=O,9%,35%,-1%,1%,0%,-26,-19%,8%,-7%,-6%
CC(=O)c1cccc(NC(=S)NC(=O)c2ccc(C)cc2Cl)c1,0%,0%,-1%,-3%,5%,-10,17%,-5%,2%,-1%
O=Cc1ccc(Oc2cc(-c3ccccc3)nc(-c3ccccc3)n2)cc1,2%,11%,0%,0%[46.1 µM],.,20,4%,-10%,6%,1%
Cc1nn2c(C)nc3sc4c(c3c2nc1=O)CC(C)(C)OC4,-4%,14%,1%,0%,2%,-10,-16%,-3%,2%,-12%
Cc1cccc(-n2ncc3c2CCCC3NC(=O)C2CCOCC2)c1C (configuration not stated),-4%,-49%[inhibitor],0%,1%,5%,-5,.,2%,-6%,-12%
NS(=O)(=O)c1cccc(NC(=O)CSc2nc3ccc(Cl)cc3[nH]2)c1,7%,-4%,-2%,1%,-10%,18,25%,?,-5%,-5%
O=C(Nc1cccc(F)c1)OC(CN1CCCCC1)C(F)(F)F (configuration not stated),0%,1%,0%,-3%,2%,-17,15%,0%,-1%,0%
CC(c1ccccc1)n1c(Cn2ncc3ccccc3c2=O)n[nH]c1=S (configuration not stated),-2%,-23%,?,-11%,0%,-6,-1%,18%,-5%,-6%
CCN(CC)c1ccc(C(=O)Nn2cnc3ccccc3c2=O)cc1,-5%,24%,14%,11%,11%,-5,33%[activator],8%,1%,-3%
O=C(NCc1ccccn1)C(=O)NCC(c1ccco1)N1CCOCC1 (configuration not stated),3%,-24%,4%,-1%,0%,13,-11%,4%,-6%,-1%
CCN(C(=O)c1ccc(NC(C)=O)cc1)c1ccccc1,2%,-5%,3%,-4%,2%,10,-21%,16%,0%,-4%
CC(C)Cn1c(N)c(C(=O)COC(=O)c2nccnc2N)c(=O)n(C)c1=O,0%,13%,-5%,5%,.,14,.,.,.,-2%
O=C(c1cc(Cl)nc2ccccc12)N1CCN(S(=O)(=O)c2cccc(C(F)(F)F)c2)CC1,-1%,2%,6%,4%,13%,8,.,.,.,-5%
CCCC(C(=O)Nc1ccncc1)c1ccccc1 (configuration not stated),16%,-37%,-2%,3%,4%,-10,.,3%,-2%,0%
O=c1ccn(-c2cccc(C(F)(F)F)c2)nc1-c1ccn(-c2cccc(Cl)c2)n1,11%,20%,1%,-1%,-7%,-16,20%,1%,17%,0%
CCC(=O)N1CCN(c2ccc(NC(=O)c3ccc([N+](=O)[O-])o3)cc2Cl)CC1,-5%,?,-2%,7%,-6%,-7,7%,23%,.,-1%
CC(C)=CCN1CCN(Cc2cn[nH]c2C2CCCCC2)CC1CCO (configuration not stated),-7%,-4%,4%,0%,3%,7,8%,0%,-5%,-4%
CCOC(=O)c1cnc2c(c(C)nn2CC)c1NC1CC1,2%,-17%,3%,-23%,-2%,-6,-18%,-4%,-5%,-10%
# (list continues)
SMILES,AT treatment,a7 integrin act,Mito fusion yeast,TCR act,ASM inhibitor,TSHR antag,Menin MLL FP TR,CXXC DNA block,MBNL1 CUG block,PTAP TSG101 blk
O=C(COC(=O)c1cc(S(=O)(=O)N2CCCC2)ccc1O)Nc1ccc(SC(F)F)cc1,5%,-28%,-2%,-1%,-9%,-23,.,.,.,-2%
C/C(=N\O)C(=O)Nc1ccccc1,-2%,11%,0%,-1%,-1%,12,.,4%,.,-5%
CCOC(=O)CC1=NS(=O)(=O)c2ccccc2N1,8%,-4%,0%,11%,4%,5,5%,4%,7%,-11%
Cc1ccc(C)c(N2CCN(C(=O)C(Cc3ccccc3)n3cccc3)CC2)c1 (configuration not stated),2%,-23%,10%,2%,-4%,?,-3%,-2%,-1%,1%
CC(OC(=O)c1cccc(-n2cnnn2)c1)C(=O)Nc1ccc(F)c(F)c1F (configuration not stated),.,-13%,.,-105%,-4%,.,.,.,.,-3%
CCCc1nnc(NC(=O)C(=O)NCCN(CC)CC)s1,3%,-10%,4%,4%,3%,5,.,1%,.,-1%
COc1ccc(-c2csc(Nc3cc(C)ccn3)n2)cc1OC,14%,-3%,-12%,4%,-6%,37,?,10%,109%[activator],-1%
c1ccc(CN2CCOCCOCCOCCOCC2)cc1,3%,2%,-4%,1%,2%,11,.,2%,-7%,-4%
N#CC1=C(SCC(=O)NC2CC2)NC(=O)C(C#N)C12CCCCC2 (configuration not stated),-2%,-14%,2%,.,2%,-1,13%,-6%,-2%,-9%
CCNC(=S)N1CCc2ccccc2C1,1%,25%,-3%,-3%,2%,-5,29%,-3%,6%,1%
O=C1CCN(Cc2ccccc2)S(=O)(=O)c2ccc(C(F)(F)F)cc21,?,-2%,3%,-1%,-6%,-19,.,.,.,-1%
O=C(O)CCC(=O)NCc1ccc(F)cc1,-1%,1%,-1%,2%,-1%,0,7%,0%,0%,-2%
CC1CCN(c2nc3c(c(=O)[nH]c(=O)n3C)n2CC(C)CSc2nnnn2-c2ccccc2)CC1 (configuration not stated),-1%,17%,0%,4%[46.1 µM],8%,0,?,6%,.,-1%
CCOC(=O)c1c(NC(=O)COC(=O)CCOc2ccc(OCC)cc2)sc(C(=O)N(C)C)c1C,8%,-14%,1%,-4%,?,-6,.,.,.,-7%
CCCn1c(SCC(=O)N(CC)CC)nnc1-c1ccncc1,1%,15%,-6%,-10%,7%,4,2%,-4%,4%,-3%
c1ccc(Cc2nc3ccccc3s2)cc1,.,5%,.,-6%,-1%,.,.,.,.,0%
O=C(Nc1ccccc1N1CCOCC1)c1ccc(N2CCOCC2)c([N+](=O)[O-])c1,-3%,24%,-3%,1%,-3%,6,-27%,25%,9%,-3%
Cc1ccc(SCCC(=O)OCC(=O)Nc2ccc(S(N)(=O)=O)cc2)cc1,12%,-12%,12%,2%,-2%,-28,.,22%,-8%,-2%
COC(=O)c1ccc(C(C2C(=O)CC(C)(C)CC2=O)C2C(=O)CC(C)(C)CC2=O)cc1,-11%,-13%,5%,1%,0%,0,.,-1%,-22%,0%
CCS(=O)(=O)NCC(c1cccnc1)N1CCN(c2ccccc2OC)CC1 (configuration not stated),-3%,-12%,-4%,2%,1%,-5,8%,-3%,0%,0%
CCOC(=O)c1c(C)[nH]c(C(=O)CN2CC(C)OC(C)C2)c1C (configuration not stated),0%,-30%,0%,.,0%,8,12%,2%,-4%,-9%
Cc1cccc(C(=O)Nc2ccc(C(=O)N/N=C/c3cccc(C)n3)cc2)c1,-4%,-7%,-6%,-1%,-6%,0,-13%,13%,4%,-2%
